# RTF Ca sens inh = cardiac RTF calcium desensitization. IANBD-labeled cardiac RTF, Ca2+ fluorescence. inhibition, % at 7.15 µM. 0.12% of 340,000 active. AID 493244;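 active means inhibition above the mean inhibition of all tested compounds plus 3 SD, cut at about 17% in these data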;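 further: assay run at fixed EC70 calcium of 1.6 mM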
# V-ATPase pHluor = regulators of yeast V-ATPase proton transport | AID 504577 | 0.37% of 350,000 active | S. cerevisiae, pHLuorin cytosolic pH fluorescence | response, % at 10 µM; in the data active means response mostly above about 7.3%, no sharp cut-off; inactive means mostly below about 5.4%; further: actives read high; inactives centre near 0; some compounds called inactive have numbers as strong as hits; reference of the scale not given here
# Pemphigus Ab inh = human desmoglein-3 autoantibody binding inhibition; DSG3-coupled beads, scFv-anti-DSG3-GFP binding, flow cytometry; stronger effect = lower value; binding (percent of control), % at 10 µM; 0.48% of 310,000 active; AID 588358;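 active means binding more than 3 SD below its plate's average and above zero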;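 further: hits lower antibody fragment binding to DSG3; some compounds called inactive have numbers as strong as hits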
# Target sequence (P32926 whole entry, looked up, the tested form may be a part): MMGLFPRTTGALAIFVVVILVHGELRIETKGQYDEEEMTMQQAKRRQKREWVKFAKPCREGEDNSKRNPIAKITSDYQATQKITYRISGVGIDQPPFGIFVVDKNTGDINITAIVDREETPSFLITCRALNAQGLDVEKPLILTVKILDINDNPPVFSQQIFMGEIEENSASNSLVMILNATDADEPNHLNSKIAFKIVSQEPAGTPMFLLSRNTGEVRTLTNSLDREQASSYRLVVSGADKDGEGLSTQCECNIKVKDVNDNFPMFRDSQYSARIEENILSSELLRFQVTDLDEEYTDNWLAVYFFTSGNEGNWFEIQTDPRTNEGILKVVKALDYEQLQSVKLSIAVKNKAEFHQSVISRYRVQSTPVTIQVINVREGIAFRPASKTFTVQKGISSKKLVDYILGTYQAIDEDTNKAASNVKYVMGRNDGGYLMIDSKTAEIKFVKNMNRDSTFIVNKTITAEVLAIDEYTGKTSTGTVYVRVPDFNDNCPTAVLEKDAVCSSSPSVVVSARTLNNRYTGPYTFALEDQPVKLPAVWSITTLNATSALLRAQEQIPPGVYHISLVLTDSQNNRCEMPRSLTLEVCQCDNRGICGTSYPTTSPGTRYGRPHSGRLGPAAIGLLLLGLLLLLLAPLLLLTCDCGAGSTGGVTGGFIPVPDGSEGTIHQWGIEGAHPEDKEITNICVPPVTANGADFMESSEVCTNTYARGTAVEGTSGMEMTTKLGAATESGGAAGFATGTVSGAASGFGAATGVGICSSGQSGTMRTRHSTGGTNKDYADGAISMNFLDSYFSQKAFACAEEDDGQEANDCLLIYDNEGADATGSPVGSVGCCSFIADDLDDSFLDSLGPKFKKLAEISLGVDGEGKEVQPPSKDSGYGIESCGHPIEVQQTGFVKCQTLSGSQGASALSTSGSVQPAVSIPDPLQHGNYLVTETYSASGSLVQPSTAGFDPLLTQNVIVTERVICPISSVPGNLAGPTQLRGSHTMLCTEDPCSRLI
# OPRM1-OPRD1 ag = OPRM1-OPRD1 heterodimerization agonism | P35372+P41143 | 0.3% of 340,000 active | cells, luminescence | activation, % at 9.3 µM | AID 504326; in the data active means activation above about 18%;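 further: 0% = vehicle-treated cells and 100% = reference agonist; values of inactives mirror those of a sister screen read the other way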
# Arrestin-AP2 inh = blocks beta-arrestin peptide binding to AP2 adaptin; FITC-arrestin peptide / GST-AP2 beads, flow cytometry; AP2 beta2 appendage carries R879A mutation; inhibition, % at 10 µM; 0.31% of 340,000 active; AID 504490;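 active means inhibition above a set limit, near 3 SD of compounds lacking own fluorescence, cut at about 54% in these data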;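 further: plate controls were DMSO wells for no effect and 5 µM unlabelled arrestin peptide for full effect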
#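 System: GST-AP2 R879A glutathione beads; medium: PBS, Tween 20 0.05%, BSA 0.1%; reagent: fluorescein-tagged arrestin peptide at 50 nM final; schedule: pre-incubation 12 min, peptide binding 1 h, room temperature; detection: flow cytometry, FL1 (488/535 nm); read-out: inhibition as reduced fluorescein signal on beads, percent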
# cardiac RTF act = cardiac RTF calcium sensitization; P19429+P45379; IANBD-labeled TnC RTF fluorescence at EC20 calcium; 0% EC20 calcium, 100% full calcium; activation, % at 7.2 µM; 0.24% of 340,000 active;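 active means activation above the mean over all tested compounds plus 3 SD, cut at about 30% in these data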;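 further: rise in fluorescence read as greater calcium sensitivity of cardiac thin filaments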
# LANA DNA inh = inhibitors of KSHV LANA C-terminal domain DNA binding; AID 504423; inhibition, % at 9 µM; MBP-C-LANA/FAM-LBS DNA binding, fluorescence polarization; 0.078% of 340,000 active;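 active means highest replicate inhibition at or above 60% at 9 µM, even if other replicates fall short; inactive means all replicates below 60% inhibition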;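 further: 0% = neutral control wells and 100% = 4 µM acridine orange control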
# Keap1-Nrf2 PPI = disrupts human Keap1 binding to Nrf2 peptide; Keap1 Kelch-Nrf2 peptide fluorescence polarization, 1536-well; Q14145; 0.15% of 340,000 active; inhibition, % at 9.4 µM; AID 504523; in the data active means inhibition above about 12%;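 further: human Keap1 Kelch domain with fluorescein labeled Nrf2 9mer peptide probe; 0% = neutral control wells and 100% = peptide positive control; higher means more block of Keap1 binding to Nrf2 peptide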
# OPRM1-OPRD1 inv = inverse agonist of human OPRM1-OPRD1 heterodimerization | P35372+P41143 | 0.21% of 340,000 active | cell-based MOR-DOR heterodimer luminescence, inverse agonism | inhibition, % at 9.3 µM; in the data active means inhibition above about 22%, passing the limit was not always enough;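 further: 0% = cells with DMSO and 100% = wells without cells with DMSO; values of inactives mirror those of a sister screen read the other way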
# Wnt bcat act = activates Wnt/beta-catenin signaling in a reporter cell assay; activation, % at 9.35 µM; 1.2% of 300,000 active; AID 743398; activator, plate reader; in the data active means activation above about 30%, passing the limit was not always enough;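 further: 0% = neutral control wells and 100% = positive control wells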
# * hit, by the source's call; · = no result given.
SMILES,RTF Ca sens inh,V-ATPase pHluor,Pemphigus Ab inh,OPRM1-OPRD1 ag,Arrestin-AP2 inh,cardiac RTF act,LANA DNA inh,Keap1-Nrf2 PPI,OPRM1-OPRD1 inv,Wnt bcat act
O=C(CSc1nnc(NC(=O)c2c(F)cccc2F)s1)Nc1ccccc1F,3.2,-4.6,101.5,-1.1,28.4,-5.3,-0.4,5.0,8.4,0.3
O=C(NCCc1nc2ccccc2[nH]1)/C(=C/c1ccc2c(c1)OCO2)NC(=O)c1ccccc1,-6.1,-1.1,104.2,1.9,-2.7,5.8,-1.8,-2.9,-10.5,-3.6
CCOc1nc(-c2ccc(OC)cc2)ccc1-c1noc(C)n1,10.3,-1.2,101.0,0.9,-7.0,-2.1,-0.7,-8.3,-4.6,·
CSc1ncc(C(=O)Nc2cccnc2)c(C(F)(F)F)n1,-9.3,1.9,101.3,-1.8,-3.7,-3.9,2.1,-1.3,7.8,-2.8
CN(C)c1ccc(C(=O)Nc2cccc(S(=O)(=O)N3CCCC3)c2)cc1,4.3,-5.5,95.2,-1.6,-11.6,-5.1,0.7,-1.6,6.8,14.2
Cc1cc(C)nc(NC(=O)c2cc3ccccc3o2)n1,-1.8,0.2,105.0,-1.4,-9.5,1.0,2.0,-5.6,8.4,6.7
Cc1ccccc1NC(=O)c1ccc(OCc2c(C)noc2C)cc1,-11.2,1.0,104.0,-3.0,-5.2,1.4,0.8,-3.5,11.4,0.3
c1ccc(Cc2cc[n+](Cc3ccccn3)cc2)cc1,8.7,-4.1,110.8,-3.6,5.3,8.3,-3.8,-0.2,18.6,-1.2
CCC(Oc1ccccc1)C(=O)Nc1ccccc1OC (stereo not drawn),3.2,-2.2,107.3,2.1,-3.1,7.7,0.8,-1.8,-12.2,0.4
Cc1ccc(S(=O)(=O)CC(=O)Nc2nnc(C(C)C)s2)cc1,-7.0,-1.6,98.6,1.0,13.6,-2.4,0.3,-0.9,-7.1,0.5
Cc1ccc(NC(=O)CCC(=O)N/N=C/c2coc3ccccc3c2=O)cc1,-3.8,-0.1,103.0,-1.7,-4.3,4.3,-2.0,-1.1,8.7,-1.5
COCC(=O)Nc1ccccc1C(=O)Nc1ccc(OC)cc1,1.2,-2.1,98.1,-2.4,8.1,-2.9,-0.2,0.3,12.2,35.5*
COc1cc(NC(=O)c2noc3c2CCCC3)c(OC)cc1Cl,2.2,-5.6,101.3,-3.3,-2.1,0.1,-0.8,1.4,17.7,-1.8
COCCCNC(=O)C[C@H]1C[C@H](C(=O)N2CCOCC2)[C@@]2(CCC3CCCC3)c3[nH]c4cc(CCC(=O)N(C)C)ccc4c3CCN2C1=O,-3.2,-0.8,105.7,-2.8,31.4,-3.4,-2.7,0.7,13.4,-1.1
O=C(NNc1nc2cc3c(cc2s1)OCO3)c1ccc(F)cc1,-5.6,8.2,95.0,1.5,21.2,-1.2,-0.9,0.9,-8.7,7.5
O=C(O)Cn1c(C(F)(F)F)nc2ccccc21,1.4,·,92.4,-2.9,19.0,-4.0,2.3,-1.3,15.0,0.0
O=C(CCCNS(=O)(=O)c1cccc2nsnc12)NCCc1ccccc1,3.2,-2.6,100.2,-1.9,-0.9,7.7,1.4,-4.0,10.8,-5.5
CCOC(=O)c1cc(C(=O)OCC)c2cc(Br)ccc2n1,-4.9,-0.5,117.0,6.3,6.4,-1.6,-1.0,0.0,-35.2,·
O=C(NCC1CCCO1)c1ccc(OC2CCN(C(=O)C3CC3)CC2)cc1 (stereo not drawn),-19.1,1.3,106.8,-0.5,-69.1,3.7,-1.4,-0.3,2.3,-0.2
Cc1ccccc1C(=O)Nc1ccnn1C1CCN(Cc2ccc(CO)o2)CC1,-2.4,-4.0,93.7,-1.1,-8.6,-1.1,-0.8,-0.1,5.8,-4.0
CC(C)C[C@@H](CNCC(=O)[C@H](C)NC(=O)c1[nH]cnc1C(=O)N[C@@H](C)CN)NC(=O)c1nc[nH]c1C(=O)N[C@@H](CC(=O)O)C(=O)O,-5.0,0.6,100.3,-1.8,-6.0,4.0,-3.3,-4.2,8.4,0.8
O=C(CSc1ncccn1)Nc1cccc2ccccc12,-8.0,2.2,93.9,-2.1,8.7,0.6,0.7,-5.1,11.9,1.1
Cc1oc(-c2ccccc2F)nc1CS(=O)CC(=O)NCc1ccc2c(c1)OCO2 (stereo not drawn),1.0,-0.7,119.7,1.5,2.6,3.5,1.4,-2.0,-8.2,42.8*
Cc1ccc(-c2nc(CN(C)C3CCOCC3)c(C)o2)s1,-2.4,0.7,103.4,-2.2,0.4,2.9,-0.2,-3.6,11.0,0.1
CCC(NC(=O)Nc1cc(C)on1)(C(F)(F)F)C(F)(F)F,1.2,-2.8,107.8,2.9,31.1,5.7,-0.6,-3.1,-15.3,-1.6
N#Cc1ccccc1COC(=O)c1cccc(S(=O)(=O)N2CCCC2)c1,2.0,0.5,144.1,-2.0,11.0,-0.3,-4.1,1.5,10.7,1.3
CCOCCCNC(=O)c1cc(Sc2ccc(C)cc2)nc2ccccc12,1.7,5.8,118.3,-0.8,14.0,1.0,-1.3,0.2,4.7,0.5
C=CC[C@H](CC(=O)N(CCO)Cc1ccccc1)C(=O)N[C@H](COC(=O)[C@H](CC=C)CC(=O)OC(C)(C)C)Cc1ccccc1,-15.4,1.6,98.3,4.8,-1.8,-2.1,2.5,-4.1,-29.7,-0.7
O=C(NCCc1nnc2ccc(N3CCCCCC3)nn12)c1ccccc1F,-9.4,5.1,·,-1.9,42.6,2.1,0.1,5.0,9.8,1.0
O=C(c1cnc(-c2ccc(Cl)cc2)s1)c1ccc(Cl)cc1Cl,-4.4,-7.4,119.1,-1.6,5.8,4.2,-2.1,7.0,7.8,0.4
COc1ccc(/C=C2\SC(=O)N(CCNC(=O)Cn3cnnn3)C2=O)cc1,-3.3,-1.4,99.4,-2.2,-2.6,-3.9,0.5,-4.8,11.8,19.5
Cc1ccc(S(=O)(=O)N2[C@@H](c3ccc(Br)cc3)C(C(=O)O)=CC[C@H]2c2ccc(C(C)C)cc2)cc1,7.7,0.6,102.1,-0.9,32.3,-13.7,0.2,3.1,4.3,-1.9
COc1cc(C=Nc2cccc([N+](=O)[O-])c2C)ccc1OC(C)=O,0.4,-3.1,103.6,-1.8,18.0,2.9,-0.4,1.3,7.9,-1.1
COc1ccccc1NC(=O)C12CCC(C)(C(=O)C1)C2(C)C (stereo not drawn),-8.0,0.8,88.9,-1.0,-2.9,-0.5,0.4,-4.2,7.1,-3.1
CCCc1cc2c(=O)n(NC(=O)c3nn(C)cc3[N+](=O)[O-])c(C)nc2s1,-8.0,-1.3,101.0,0.1,-1.2,6.0,-0.9,1.1,-0.3,·
Cc1ccc(-c2sc(-c3cccnc3)nc2CC(=O)O)cc1,2.9,-4.7,119.3,0.1,-0.6,-4.4,0.1,-2.6,-0.7,1.0
O=C(Nc1cc(C(F)(F)F)ccc1N1CCOCC1)c1cncc(Br)c1,-1.1,-1.0,105.4,1.4,-9.8,0.6,0.5,-2.3,-6.6,·
CCN(CC)S(=O)(=O)c1ccc(N2CCCC2)c(NC(=O)c2ccccc2OC)c1,-3.7,-2.2,103.8,-0.3,-0.7,0.6,-1.8,-6.2,1.3,0.4
CCOC(=O)N/N=C/c1ccccc1F,-2.0,-3.2,101.8,-3.5,22.0,2.5,-1.6,-3.1,18.0,·
O=C(c1cc(-c2ccccc2)on1)N1CCCCCC1,-6.8,-2.2,·,0.9,16.1,-5.4,-0.1,3.0,-6.7,37.1*
Cc1cc(Br)cc2cn[nH]c12,-6.2,2.9,110.6,-1.3,-11.3,-1.8,·,·,6.5,0.0
O=C1CSC(c2ccc(Cl)cc2Cl)N1c1ccccn1 (stereo not drawn),-2.0,-1.3,88.9,-0.1,1.8,0.6,-0.8,1.3,0.5,0.4
OCC1OC2C(NC(=S)N2c2ccccc2)C(O)C1O (stereo not drawn),2.9,4.8,106.1,-4.4,-24.7,0.4,1.2,-1.8,19.1,-0.4
Cc1cc(C)n2nc(SCCOc3ccccc3F)nc2n1,2.0,-0.3,113.8,-1.2,5.4,2.2,2.3,-8.3,5.9,3.7
C[C@@H]1CN([C@@H](C)CO)C(=O)c2cccc(NC(=O)c3ccncc3)c2O[C@@H]1CN(C)Cc1ccc(-c2ccccc2)cc1,7.7,-3.2,106.1,-3.0,-5.0,13.3,-1.2,-7.8,17.2,-2.0
Cc1occc1C(=O)NCc1ccccn1,-1.1,-1.2,·,-3.7,30.7,-4.2,-0.3,0.2,23.3,-1.3
CC(=O)Nc1cccc(NC(=O)CSc2nc(=O)n(Cc3ccncc3)c3c2CCC3)c1,-13.7,0.4,106.1,-0.7,-11.6,-5.7,-1.1,-7.3,4.4,-1.8
COc1ccc(NC(=S)NC23CN4CN(CN(C4)C2)C3)cc1,-12.2,-0.1,103.2,-0.7,-2.1,4.8,0.7,-2.2,3.7,·
CCOc1nc(S(=O)(=O)c2ccc(C)cc2)c(Cl)s1,-9.6,0.3,80.6,-1.4,-1.8,1.2,1.8,3.1,7.9,·
Cn1c(=O)c2c(nc(CN3CCOCC3)n2CCN2CCOCC2)n(C)c1=O,-2.8,0.4,103.1,·,2.5,5.1,9.2,4.0,·,-2.6
CCC1Oc2ccc(C)cc2N(CC(=O)NCc2ccccc2OC)C1=O (stereo not drawn),-1.3,-0.2,·,-0.9,0.4,0.3,1.1,-2.0,4.6,·
CCC1(C)CN=C(c2ccccc2)NC1 (stereo not drawn),1.6,0.5,125.1,-0.4,3.6,5.2,0.3,-1.0,2.1,-2.3
O=C1CC(c2ccccc2)CN1C(=O)c1ccccc1 (stereo not drawn),-7.5,1.9,117.9,0.9,11.4,0.1,0.2,-3.9,-4.3,-1.2
CC(C)(C)c1nc(NC(=O)Nc2ccccc2)sc1Br,5.6,-1.6,107.1,7.1,-26.2,2.1,0.3,-1.0,-38.2,-8.5
COc1cc(-c2nc3ccccn3c2/N=C/c2cc(OC)c(OC)c(OC)c2)ccc1O,5.0,-0.6,102.8,-1.0,-3.9,1.0,0.9,-3.1,5.9,·
CC1(C)Cc2c(sc(NC(=O)C(=O)N3CCN(CCO)CC3)c2C(N)=O)CO1,-0.9,0.7,99.3,-1.9,-7.4,6.5,2.5,-2.6,9.8,0.6
CCOC(=O)c1sc(=S)n(-c2ccc(F)c(F)c2)c1N,-3.5,0.2,99.9,0.0,-5.2,2.2,1.0,0.5,-0.1,·
CCN(CCCNC(=O)CCCN1C(=O)COc2ccc(C)cc21)c1cccc(C)c1,-3.4,3.2,98.1,5.3,6.2,-6.7,-1.3,-0.7,-29.2,·
Cc1ccccc1OCCSc1nc(N(C)C)nc(N(C)C)n1,3.9,0.8,103.7,2.9,4.3,-4.0,0.4,2.6,-21.3,5.0
